Screens (PubChem)
XIAP displacement: XIAP antagonists, biochemical, IAP family, fluorescence polarization (AID 1018); E3 ubiquitin-protein ligase XIAP (Homo sapiens); XIAP BIR domain, fluorescence polarization peptide displacement; higher % means a stronger effect; displacement, % at 20 µM; hits with a dose series show IC50 in µM; actives 0.007% (n = 200,000); in the data active = displacement above about 50%; note: a part of the inactive calls stands beside numbers as strong as those of hits
West Nile antiviral: West Nile virus antiviral activity, cell-based, CPE readout (AID 1621); one-dose CPE inhibition, % at 10 µM; IC50 in µM for titrated hits; West Nile virus-infected cells, CPE inhibition; higher % means a stronger effect; actives 0.02% (n = 290,000); in the data active = a potency from the dose series; inconclusive = CPE inhibition mostly from about 3.7% at the one dose, without a potency; inactive = the rest, 99 in 100 with CPE inhibition below about 2.2%; note: strong numbers were not always called active
Salmonella PhoP GFP: inhibitors of PhoP regulon expression, primary screen, Salmonella Typhimurium, GFP reporter (AID 1863); S. Typhimurium PhoP-regulated promoter GFP reporter, 4 h; higher % means a stronger effect; inhibition, % at 50 µM, or IC50 in µM where a hit was titrated; actives 0.16% (n = 300,000);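 active = inhibition over 29.93%, a cutoff 3 SD above the screen mean, later confirmed by dose response; inconclusive = inhibition over 29.93% but no dose response follow-up; inactive = inhibition at most 29.93% or unconfirmed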;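 note: 0% = low Mg2+ inducing control and 100% = high Mg2+ repressing control; strong numbers were not always called active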
PMI inhibition: human PMI inhibitors, high substrate, primary screen, biochemical, fluorescence intensity, high mannose 6-phosphate (AID 1220) | Mannose-6-phosphate isomerase (Homo sapiens) | recombinant PMI enzyme, coupled fluorescence intensity; higher % means a stronger effect | inhibition, % at 20 µM; hits with a dose series show IC50 in µM | actives 0.66% (n = 190,000); in the data active = inhibition above about 50%
ER stress rescue: rescue of cells from ER stress-induced death, primary screen, 384-well, CSM14.1, thapsigargin, ATP luminescence (AID 1222) | 190,000 tested, under 10 active | CSM14.1 thapsigargin-induced death rescue, ATP luminescence; higher % means a stronger effect | cellular ATP content (survival), % at 20 µM; hits with a dose series show EC50 in µM;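 active = EC50 below 50 µM in the dose-response confirmation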;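 note: death triggered by thapsigargin at about 15 µM added after 2 h compound pretreatment; cell ATP read after overnight thapsigargin exposure of roughly 18 to 22 hours; normalized against plate controls of thapsigargin alone and 5% DMSO vehicle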
Yfh1-depleted yeast: enhancers of respiration in Yfh1-depleted yeast, dose response, Friedreich's ataxia, plus single-dose screen (AID 1465); S. cerevisiae Yfh1-off respiration, WST-1 reduction, 72 h; higher fold induction means a stronger effect; one-dose fold induction at 50 µM; EC50 in µM for titrated hits; actives 0.074% (n = 220,000);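 active = fold induction of absorbance versus untreated yeast above a set limit, then at least 30% activation at any dose in follow-up; inconclusive = repeats straddling the limit, or above it without dose testing; inactive = fold induction below the set limit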;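 note: activators that raise dye reduction in frataxin-depleted yeast; strong numbers were not always called active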
SIAH1 antagonists: Siah-1 peptide-binding antagonists, primary screen, biochemical, fluorescence polarization, rhodamine-plectin, uHTS (AID 1817); Siah-1 / rhodamine-plectin peptide fluorescence polarization; higher % means a stronger effect; E3 ubiquitin-protein ligase SIAH1 (Homo sapiens); displacement, % at 20 µM, or IC50 in µM where a hit was titrated; actives 0.02% (n = 290,000);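 active = displacement of at least 50% at 20 µM, with a fluorescence ratio check between 0.3 and a set limit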;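 note: plate controls were Siah plus tracer with DMSO for no effect and tracer alone without Siah for full effect; strong numbers were not always called active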
P. falciparum M17LAP: P. falciparum M17LAP inhibitors, primary screen, biochemical, fluorogenic H-Leu-NHMec substrate, 1536-well (AID 1619); Leucine aminopeptidase (Plasmodium falciparum (isolate 3D7)); recombinant M17LAP, H-Leu-NHMec fluorogenic kinetic assay; higher % means a stronger effect; inhibition, % at 30 µM; hits with a dose series show IC50 in µM; actives 0.38% (n = 220,000);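 active = compound inhibiting the enzyme by more than half at any dose during confirmatory dose-response retesting; inconclusive = strong single-dose inhibitors picked by rank but not retested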;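 note: plate controls were full reaction with DMSO carrier for no effect and no enzyme background for full effect; strong numbers were not always called active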
M1AAP inhibition: P. falciparum M1AAP inhibitors, biochemical, fluorogenic H-Leu-NHMec substrate, 1536-well (AID 1445); recombinant M1AAP, H-Leu-NHMec fluorogenic kinetic assay; higher % means a stronger effect; inhibition, % at 30 µM; hits with a dose series show IC50 in µM; actives 0.42% (n = 220,000);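 active = primary inhibition above the hit cutoff, then over 50% inhibition at one or more dose response concentrations, cut at about 23% in these data, passing the limit was not always enough; inconclusive = conflicting primary data, or primary hits not chosen for dose response; inactive = low primary inhibition, or under 50% at every dose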;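 note: plate controls were DMSO full reaction for no effect and no enzyme background for full effect; strong numbers were not always called active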
* hit, by the source's call; i = inactive; ? = inconclusive; · = not tested or not shown; & = joins results of further samples.

mol	XIAP displacement	West Nile antiviral	Salmonella PhoP GFP	PMI inhibition	ER stress rescue	Yfh1-depleted yeast	SIAH1 antagonists	P. falciparum M17LAP	M1AAP inhibition
O=C(NCCc1ccc(Cl)cc1)Nc1ccc(Cl)cc1	·	-0.9%	0.5%	·	·	i	0.7%	4.9%	5.6%
COc1cc(OC)c(C(=O)Nc2ccc(N(C)C)cc2)cc1OC	-2.7%	1.4%	3.3%	0.5%	-3.2%	i	0.4%	-3.8%	8.4%
O=C(O)c1ccccc1C(=O)NCCc1c(C(=O)O)[nH]c2ccc(F)cc12	·	0.1%	-1.0%	·	·	i	8.9%	-3.5%	-0.5%
CC(COc1cccc2ccccc12)CN1CCN(C)CC1 (stereo unspecified)	2.5%	0.6%	-2.6%	24.6%	·	i	-0.3%	-6.1%	8.8%
CCCOP(=O)(OCCC)C(Nc1ccc(C(C)C)cc1)c1ccc([N+](=O)[O-])cc1 (stereo unspecified)	2.1%	·	7.7%	8.2%	-2.5%	·	1.7%	-3.6%	11.7%
C=CCNC(=O)CSc1nc2sc(C)c(C)c2c(=O)[nH]1	1.8%	-0.1%	2.4%	11.2%	·	i	3.1%	9.0%	2.0%
COc1ccc(-n2c(SCC(=O)Nc3cc(C)on3)nc3c([nH]c4ccccc43)c2=O)cc1	0.0%	·	-2.8%	-1.3%	-0.7%	·	-2.5%	1.6%	0.9%
N/C(=N\O)C1COc2ccccc2O1 (stereo unspecified)	-6.5%	1.0%	5.0%	4.5%	0.3%	i	0.6%	17.9%	5.1%
O=C1CCC(=O)N1c1ccccc1-c1ccccc1	0.0%	-0.1%	-4.9%	-4.2%	-1.8%	i	2.1%	4.3%	1.3%
CC(=O)CSc1nnc(-c2ccncc2)n1C	-3.7%	0.6%	5.7%	8.3%	-1.3%	i	-0.6%	5.3%	2.8%
CC(C)C(=O)Nc1ccc2c(c1)oc1ccccc12	-6.9%	-0.1%	2.4%	-7.6%	-2.9%	i	-6.5%	-3.2%	1.5%
CCN(CC)CCNC(=O)c1ccc(N2CCCCC2)c(NS(=O)(=O)c2ccc(C)cc2)c1	-7.5%	?	-1.3%	3.7%	-1.0%	i	-2.0%	-2.4%	2.5%
CCOc1ccccc1C1NC(=O)NC(C)=C1C(=O)OC1CCCCC1 (stereo unspecified)	-0.1%	-0.6%	3.5%	13.8%	-1.3%	i	8.1%	9.6%	5.6%
CC1CCCCN1S(=O)(=O)c1ccc(C(=O)Nc2ccccc2-c2nc3ccccc3s2)cc1 (stereo unspecified)	-8.5%	·	-0.8%	7.5%	0.9%	·	-2.2%	-4.5%	7.5%
Cc1ccccc1-n1c(=O)cc(NCc2ccc3c(c2)OCO3)[nH]c1=O	-5.7%	1.3%	1.5%	9.5%	-0.3%	i	-3.1%	8.7%	5.7%
CC(N=C(NC#N)Nc1ccncc1)C(C)(C)C (stereo unspecified)	-6.0%	-0.2%&-1.2%	2.7%&-0.5%	-10.1%	-1.4%	i	5.3%	12.8%	17.0%
CCn1c(CNC(=O)COc2ccc(C(C)C)cc2)nnc1SCC(=O)Nc1ccc(F)cc1	-16.2%	0.0%	7.6%	5.6%	2.6%	i	0.5%	7.5%	1.1%
COc1cc2nc(Cl)nc(NCCO)c2cc1OC	·	0.2%	-1.0%	·	·	i	2.3%	1.1%	-5.7%
Cc1ccc(C(=O)CSc2nc3ccccc3o2)cc1	-6.7%	0.0%	-6.1%	1.0%	0.4%	i	1.1%	4.1%	2.7%
CCOC(=O)c1c(NC(NC(=O)C(C)C)C(Cl)(Cl)Cl)sc2c1CCC2 (stereo unspecified)	-3.2%	-0.9%	2.5%	11.0%	6.3%	i	4.2%	-17.5%	2.1%
CCOC(=O)c1c(C)[nH]c(C(=O)COC(=O)CNC(=O)C2CCCCC2)c1C	-7.8%	0.4%	0.2%	-3.9%	-1.0%	i	-2.2%	-5.6%	3.3%
Cc1ccc2cc(CN(CCCN(C)C)C(=O)NCc3ccccc3)c(=O)[nH]c2c1C	-1.4%	0.6%	11.4%	-2.2%	-3.2%	i	1.0%	7.8%	7.2%
Cc1ccc2nc(N(CCCN(C)C)C(=O)CCc3ccccc3)sc2c1	1.1%	18.4%	-4.2%	4.3%	-5.6%	i	-4.6%	8.4%	0.0%
O=C(Nc1ccc(-c2cn3c(n2)SCC3)cc1)c1ccco1	·	0.4%	-7.8%	·	·	i	8.3%	5.5%	-2.0%
CN(C)c1c2ccccc2nc2c(F)c(F)c(F)c(F)c12	-2.8%	-1.3%	-7.7%	35.1%	-1.0%	i	15.0%	-1.9%	17.2%
COc1ccccc1NC(=O)CCC(=O)c1ccc(-c2ccccc2)cc1	-4.5%	-0.4%	-7.6%	-1.6%	-1.4%	i	1.6%	9.2%	8.7%
CCn1cc(C(=O)O)c(=O)c2cnc(N3CCN(C(=S)NC(=O)c4ccc(Br)cc4)CC3)nc21	·	-0.5%	15.9%	·	·	i	33.0%	1.1%	7.9%
CCOC(=O)C1=C(C)NC(=S)N(C(C)=O)C1c1ccc(Cl)cc1 (stereo unspecified)	-4.9%	-0.4%	7.8%	8.0%	-1.3%	i	8.0%	10.8%	1.6%
Clc1cccc(-c2ccc(C=Nc3ccc(N4CCOCC4)cc3)o2)c1Cl	-10.0%	0.5%	14.2%	63.9%*	-1.4%	i	-3.1%	9.9%	17.5%
Cc1c(C(=O)Nc2ccc(F)cc2)c2ccccn2c1CCc1ccncc1	-1.9%	-0.3%	12.6%	0.7%	-0.9%	i	3.2%	4.7%	1.3%
c1csc(-c2nc(-c3ccc(-c4ccon4)s3)no2)c1	·	0.2%	-12.1%	·	·	i	11.9%	-4.3%	-3.2%
COc1ccc(OC)c(/C=C2\SC(=S)N(C(C(=O)O)c3ccccc3)C2=O)c1 (stereo unspecified)	·	-0.4%	-2.0%	·	·	i	0.4%	89.5%	12.1µM*
O=C(Nc1nnc(-c2ccc3c(c2)CCCC3)o1)c1c(F)cccc1F	-8.8%	0.2%	-9.7%	-15.9%	·	i	0.3%	3.7%	-5.8%
Cc1ccc(/C=C/C(=O)NC2CCS(=O)(=O)C2)cc1 (stereo unspecified)	0.4%	0.8%	-2.1%	-1.9%	·	i	9.4%	-2.3%	2.6%
CC(=O)N1CCN(CCN(CC2C(C)C=C(C)CC2C)C(C)=O)CC1 (stereo unspecified)	-4.5%	0.3%	6.3%	2.6%	-1.2%	i	7.8%	7.9%	5.2%
O=C(CN1CCOCC1)NNC(=S)Nc1ccc(Cl)cc1	-3.2%	-0.1%	14.4%	2.3%	0.1%	i	4.7%	13.2%	2.4%
CCOC(=O)c1ccc(COC(=O)CCc2nc3ccccc3[nH]c2=O)o1	0.4%	-0.4%	7.9%	-2.1%	·	i	2.2%	17.6%	2.1%
O=C(c1c(F)cccc1F)N1CCC(O)(c2cccnc2)CC1	0.1%	0.5%	-5.9%	1.3%	-3.5%	i	2.9%	-0.7%	-0.7%
Cc1nnc(C)n1N	-7.1%	0.6%	-4.1%	0.5%	-0.2%	i	-0.5%	-2.1%	-4.1%
Cc1n[nH]c(=S)c2nn(-c3ccccc3F)c(C)c12	-6.2%	·	7.3%	-89.3%	8.2%	·	-5.8%	0.2%	-2.4%
C/C=N/NC(=O)CCCC(=O)N/N=C/C	-2.5%	0.0%	4.3%	9.3%	-0.9%	i	-2.7%	-4.4%	6.0%
CC(C)C(=O)Nc1ncc(Cc2ccccc2Cl)s1	-2.0%	0.5%	-2.5%	-0.3%	-0.4%	i	3.1%	-2.5%	0.5%
Cc1nc2c(cc1C(=O)N/N=C/c1ccc([N+](=O)[O-])cc1)c(=O)n(C)c(=O)n2C	-0.8%	0.3%	-3.5%	-1.7%	-2.2%	i	11.1%	2.0%	6.5%
CN(C)CCCNC(NC(=O)c1cccs1)C(Cl)(Cl)Cl (stereo unspecified)	1.2%	-0.4%	-0.4%	-5.7%	2.1%	i	0.1%	-4.7%	0.3%
CCOC(=O)c1c(C)[nH]c(C(=O)COC(=O)/C=C/c2ccc(OCC#N)c(OC)c2)c1C	-6.0%	0.6%	8.6%	-0.5%	1.7%	i	5.5%	1.8%	-0.8%
C#Cc1cccc(NC(=O)CSc2nnc(-c3ccc(C(F)(F)F)cn3)o2)c1	·	0.6%	-3.4%	·	·	i	-1.1%	-1.4%	-1.6%
Cc1occc1-c1nnc(SCC(=O)c2ccc3c(c2)OCCO3)n1CC1CCCO1 (stereo unspecified)	·	0.1%	-2.9%	·	·	i	0.8%	-2.1%	5.4%
COc1ccc(C(=O)Nc2ccccc2C(=O)N/N=C/c2ccc(O)c(OC)c2)cc1	-8.5%	-0.4%	10.3%	14.3%	-5.9%	i	4.2%	-3.8%	20.1%
COc1cc(OC)c([N+](=O)[O-])cc1/C=N/NC(=O)c1ccncc1	-13.3%	0.5%	-4.4%	58.7%*	-1.3%	i	-10.4%	21.9%	14.6%
O=C(CSc1nnc(-c2cccc(S(=O)(=O)N3CCOCC3)c2)n1C1CCCCCC1)NCc1ccccc1	2.9%	0.8%	-2.0%	6.7%	-0.9%	i	1.5%	4.4%	-8.3%

Next part:
mol	XIAP displacement	West Nile antiviral	Salmonella PhoP GFP	PMI inhibition	ER stress rescue	Yfh1-depleted yeast	SIAH1 antagonists	P. falciparum M17LAP	M1AAP inhibition
COc1cc(CCC(=O)OCC(N)=O)cc(OC)c1OC	-1.7%	0.3%	-1.8%	-8.1%	0.3%	i	0.7%	-4.2%	13.0%
CSc1ccc(S(=O)(=O)NCCSc2ccccn2)cc1	2.0%	-0.8%	2.0%	10.5%	0.5%	i	-0.7%	-5.2%	-4.5%
CNC(=O)CN1C(=O)c2cccc3cccc1c23	-5.3%	0.3%	16.9%	-3.7%	-3.6%	i	1.6%	-1.1%	3.4%
Cc1ccccc1NC(=S)NCCSc1ccc(Cl)cc1	-3.6%	-1.4%	2.3%	-2.2%	-0.6%	i	1.6%	3.1%	-1.6%

Three structures from above, arranged by length of the SMILES, low to high:
mol	XIAP displacement	West Nile antiviral	Salmonella PhoP GFP	PMI inhibition	ER stress rescue	Yfh1-depleted yeast	SIAH1 antagonists	P. falciparum M17LAP	M1AAP inhibition
CNC(=O)CN1C(=O)c2cccc3cccc1c23	-5.3%	0.3%	16.9%	-3.7%	-3.6%	i	1.6%	-1.1%	3.4%
COc1cc(CCC(=O)OCC(N)=O)cc(OC)c1OC	-1.7%	0.3%	-1.8%	-8.1%	0.3%	i	0.7%	-4.2%	13.0%
O=C(CSc1nnc(-c2cccc(S(=O)(=O)N3CCOCC3)c2)n1C1CCCCCC1)NCc1ccccc1	2.9%	0.8%	-2.0%	6.7%	-0.9%	i	1.5%	4.4%	-8.3%
